High-throughput results deposited in PubChem BioAssay by NCI.
All columns: NCI-60 one-dose screen, growth in % after 48 h at 10 µM unless noted; 100 = growth as untreated, 0 = no growth, -100 = all killed.
K-562: K-562 leukemia | 78,000 compounds, 7.4% hits | AID 1794777
MDA-MB-231: MDA-MB-231 breast cancer; 81,000 compounds, 5% hits
MDA-MB-468: MDA-MB-468 breast cancer | 78,000 compounds, 8.5% hits
SR: SR leukemia cells. 73,000 compounds, 8.7% hits. AID 1794780
RPMI-8226: RPMI-8226 leukemia cells. 77,000 compounds, 7.5% hits. AID 1794781
CCRF-CEM: CCRF-CEM leukemia. AID 1794778. 77,000 compounds, 7% hits
MOLT-4: MOLT-4 leukemia cells; 80,000 compounds, 6.9% hits; AID 1794779
MCF7: MCF7 breast cancer | 82,000 compounds, 6.3% hits
Active calls of the source: *; & = joins results of further samples; [ ] = remark or other dose. The calls were made as follows: active = growth percent below 10; inactive = the rest. No enrichment for hits. Share with any hit: about 14%.

NC(N)=N/N=C(/N=Nc1ccccc1)c1cccc2cccnc12 was read as K-562 70, MDA-MB-231 49, MDA-MB-468 86, RPMI-8226 79, CCRF-CEM 91, MOLT-4 76 and MCF7 58.
Screening CCC(C)NC(=S)SCC(NC(=O)CCC(N)C(=O)O)C(=O)NCC(=O)O (configuration not stated) returned MDA-MB-231 108, MDA-MB-468 97, RPMI-8226 129, CCRF-CEM 104 and MCF7 106.
CN(C)CCCNc1c2ccccc2nc2ccccc12 was read as K-562 97, MDA-MB-231 85, MDA-MB-468 83, SR 87, RPMI-8226 100, CCRF-CEM 87, MOLT-4 83 and MCF7 92.
Screening N#CCC(=O)Nc1nc2ccccc2nc1Cl returned K-562 96, MDA-MB-231 84, MDA-MB-468 107, SR 76, CCRF-CEM 106, MOLT-4 92 and MCF7 85.
`CC(=NCCN=C(C)c1ccccc1O)c1ccccc1O` gave K-562 100, MDA-MB-231 100, MDA-MB-468 88, SR 110, RPMI-8226 118, CCRF-CEM 96, MOLT-4 97 and MCF7 90.
`CN1c2ccncc2Sc2ccncc21` gave K-562 100, MDA-MB-231 91, RPMI-8226 99, CCRF-CEM 97, MOLT-4 98 and MCF7 121.
`CCN(CC)CCCC(C)Nc1cc(O)cc2cccnc12` (configuration not stated) gave K-562 87, MDA-MB-231 69, MDA-MB-468 74, SR 132, RPMI-8226 97, CCRF-CEM 108, MOLT-4 112 and MCF7 95.
Screening C=C(C)[C@@H]1CC[C@]2(CO)CC[C@]3(C)[C@H](CC[C@@H]4[C@@]5(C)C/C(=C/c6ccco6)C(=O)C(C)(C)[C@@H]5CC[C@]43C)[C@@H]12 returned K-562 96, MDA-MB-231 105, MDA-MB-468 111, SR 89, RPMI-8226 106, CCRF-CEM 106, MOLT-4 103 and MCF7 95.
c1ccc(Nc2nc3c(s2)CCCc2cc[nH]c2-3)nc1 was read as K-562 81, MDA-MB-231 52, MDA-MB-468 91, SR 73, RPMI-8226 90, CCRF-CEM 58, MOLT-4 76 and MCF7 67.
For CCCCN1C(=O)/C(=c2\sc3n(c2=O)NC2C(N=3)N(CC)C(=O)N2CC)c2cc(C)ccc21 (configuration not stated) the results were K-562 78, MDA-MB-231 94, MDA-MB-468 79, SR 78, RPMI-8226 79, CCRF-CEM 91, MOLT-4 91 and MCF7 78.
`CCOC(=O)c1ccc2c(c1)[n+](=O)c(C(=O)Nc1ccccc1)c(C)n2[O-]` gave K-562 104, MDA-MB-231 104, MDA-MB-468 72, SR 64, RPMI-8226 89, CCRF-CEM 99, MOLT-4 109 and MCF7 88.
Screening S=c1[nH]cc(Oc2ccc(Cl)cc2Cl)c(=S)[nH]1 returned K-562 106, MDA-MB-231 81&97, MDA-MB-468 114&106, SR 96&113, RPMI-8226 90&115, CCRF-CEM 91&99, MOLT-4 98&102 and MCF7 100&92.
For C=C1CC[C@@H]2[C@]3(C)COC(c4cccs4)O[C@@H]3CC[C@@]2(C)[C@@H]1CC(O)C1=CCOC1=O (some centres not stated) the results were K-562 92, MDA-MB-231 111, MDA-MB-468 96, SR 92, RPMI-8226 93, CCRF-CEM 71, MOLT-4 100 and MCF7 82.
For COc1ccc(C(=O)Nc2ccc(Oc3cc4cc(OC)c(OC)cc4nc3C)cc2)cc1OC the results were K-562 82, MDA-MB-231 85, MDA-MB-468 73, SR 72, RPMI-8226 90, CCRF-CEM 96, MOLT-4 83 and MCF7 101.
O=C(CCCn1c(O)c(/C=C2\C=Nc3ccccc32)sc1=S)NCCc1ccc(O)cc1 was read as K-562 100, MDA-MB-231 97, MDA-MB-468 99, SR 87, RPMI-8226 101, CCRF-CEM 88, MOLT-4 96 and MCF7 96.
Cc1oc(-c2ccc(Cl)cc2Cl)cc1C(=O)Nc1nccs1 was read as K-562 95, MDA-MB-231 83, MDA-MB-468 94, RPMI-8226 98, CCRF-CEM 89, MOLT-4 94 and MCF7 61.
CC(C)(C)n1nc(C2CC2)c(Br)c1NC(=O)c1ccc(Cl)cc1 was read as K-562 95, MDA-MB-231 93, MDA-MB-468 104, RPMI-8226 95, MOLT-4 104 and MCF7 97.
For S=c1nc[nH]c2c1ncn2C1C=CCCC1 (configuration not stated) the results were K-562 107, MDA-MB-231 105, MDA-MB-468 95, SR 113, RPMI-8226 84, CCRF-CEM 86, MOLT-4 102 and MCF7 94.
COc1nc2ccc(OCc3ccccc3)cc2cc1-c1nc2c(cnn2-c2ccc(Br)cc2)c(=O)[nH]1 was read as K-562 103, MDA-MB-231 103, MDA-MB-468 108, SR 127, RPMI-8226 104, CCRF-CEM 102, MOLT-4 113 and MCF7 94.
`CSc1nc(Nc2cccc(NC(=O)CC#N)c2)c(C#N)c(-c2cccc([N+](=O)[O-])c2)n1` gave K-562 83, MDA-MB-231 91, MDA-MB-468 89, RPMI-8226 63, CCRF-CEM 78, MOLT-4 70 and MCF7 48.
Screening C=C(C=O)C1CCC2(C(=O)O)CCC3(C)C(CCC4C5(C)CCC(O)C(C)(C)C5CCC43C)C12 (configuration not stated) returned K-562 14, MDA-MB-231 33, SR -2.2*, RPMI-8226 -13*, CCRF-CEM 6.5*, MOLT-4 10 and MCF7 6.1*.
Screening Cc1ccc(C(=O)NCCCNc2nccc(-n3ccc4cccnc43)n2)cc1 returned K-562 92, MDA-MB-231 104, MDA-MB-468 96, SR 93, CCRF-CEM 107, MOLT-4 94 and MCF7 103.
Screening CS(=O)(=O)Oc1cc2oc(=O)c3c(c2cc1Cl)CCCCC3 returned K-562 75, MDA-MB-231 99, SR 78, RPMI-8226 53, CCRF-CEM 67, MOLT-4 79 and MCF7 103.
Clc1ccc(-c2csc(NCC3CCCO3)n2)cc1 (configuration not stated) was read as K-562 80, MDA-MB-231 94, MDA-MB-468 101, SR 86, RPMI-8226 85, CCRF-CEM 91, MOLT-4 86 and MCF7 88.
For NNC(=O)Cc1cccc2ccc(Cl)cc12 the results were K-562 96, MDA-MB-231 127, SR 108, RPMI-8226 106, CCRF-CEM 109, MOLT-4 88 and MCF7 102.
Nc1ccc(-c2ccc(F)cc2)cc1NC(=O)C1CC2CCC(C1)O2 (configuration not stated) was read as K-562 88, MDA-MB-231 103, MDA-MB-468 91, SR 90, RPMI-8226 72, CCRF-CEM 96, MOLT-4 81 and MCF7 83.
For N#Cc1c(-c2cccs2)cc(-c2cnccn2)nc1SCC(=O)NN the results were K-562 96, MDA-MB-231 86, MDA-MB-468 90, SR 92, RPMI-8226 113, CCRF-CEM 95, MOLT-4 87 and MCF7 74.
`COc1cc2c3c(n(CCCNCCO)c(=O)c2cc1OC)-c1nc2c(cc1C3=O)OCO2` gave K-562 11, MDA-MB-231 1.3*, MDA-MB-468 -59*, SR 1.9*, RPMI-8226 4.0*, CCRF-CEM 8.6*, MOLT-4 -14* and MCF7 -11*.
Screening O=C(NCCCCC(NC(=O)c1ccccc1)C(=O)O)OCc1ccccc1 (configuration not stated) returned K-562 81, MDA-MB-231 114, MDA-MB-468 110, SR 86, RPMI-8226 106, CCRF-CEM 100, MOLT-4 87 and MCF7 105.
Screening c1ccc2cc(OCCOCCOc3ccc4ccccc4c3)ccc2c1 returned K-562 99, MDA-MB-231 97, SR 137, RPMI-8226 102, CCRF-CEM 99, MOLT-4 107 and MCF7 95.
`NC(N)=NNS(=O)(=O)c1ccc(Nc2ncnc3ccc(NC(=O)c4ccccc4)cc23)cc1` gave K-562 88, MDA-MB-231 108, MDA-MB-468 99, SR 72, RPMI-8226 99, CCRF-CEM 100, MOLT-4 72 and MCF7 85.
O=C(Cc1ccc(F)c(F)c1)Nc1cc(C2(C(F)(F)F)CC2)nn1Cc1ccccc1 was read as K-562 13, MDA-MB-231 -71*, MDA-MB-468 -33*, RPMI-8226 3.6*, CCRF-CEM 20, MOLT-4 8.4* and MCF7 -7.3*.
`CN(C)[C@@H]1C(=O)C(C(=O)NCN2CCCC2)=C(O)[C@@]2(O)C(=O)C3=C(O)c4c(O)cccc4[C@@](C)(O)[C@H]3C[C@@H]12` gave K-562 100, MDA-MB-231 107, MDA-MB-468 97, SR 101, RPMI-8226 103, CCRF-CEM 96, MOLT-4 111 and MCF7 103.
Screening CC1CC(c2ccc(N(C)C)cc2)=NN1c1nc(O)c(C2=c3ccccc3=NC2=O)s1 (configuration not stated) returned K-562 87, MDA-MB-231 102, MDA-MB-468 99, SR 110, RPMI-8226 91, CCRF-CEM 97, MOLT-4 91 and MCF7 82.
`CC(C)(C)OC(=O)N1CCN(S(=O)(=O)/N=C2\NC(=O)NC2=C(Cl)Cl)CC1` gave K-562 13, MDA-MB-231 81, MDA-MB-468 64, SR 24, RPMI-8226 85, CCRF-CEM 29, MOLT-4 89 and MCF7 80.
`Cc1noc(C)c1CN1CCN2C(=O)c3ccc(-c4ccccc4)cc3OCC[C@@H]3CC[C@H](O)[C@@H](CNC(=O)[C@@H]2C1)O3` gave K-562 98, MDA-MB-231 101, MDA-MB-468 96, SR 99, RPMI-8226 99, CCRF-CEM 110, MOLT-4 90 and MCF7 93.
O=C(O)c1cc(Cl)cc(Cl)c1O was read as K-562 93, MDA-MB-231 110, MDA-MB-468 107, SR 88, RPMI-8226 95, CCRF-CEM 71, MOLT-4 97 and MCF7 93.
For Nc1ncnc2c1C(c1ccc([N+](=O)[O-])cc1)c1sc3c(F)cccc3c1O2 (configuration not stated) the results were K-562 83, MDA-MB-231 84, MDA-MB-468 -15*, SR 94, RPMI-8226 103, CCRF-CEM 94, MOLT-4 93 and MCF7 22.
Screening COc1ccc(-c2nc(Cl)c3c(C)nn(-c4ccc(F)cc4)c3n2)cc1 returned K-562 100, MDA-MB-231 106, MDA-MB-468 105, SR 103, RPMI-8226 102, CCRF-CEM 102, MOLT-4 103 and MCF7 105.
`COc1ccc(-n2c(SCc3n[nH]c(=S)n3C(=O)c3ccccc3)nc3cc(OC)c(OC)cc3c2=O)cc1` gave K-562 77, MDA-MB-231 74, MDA-MB-468 81, SR 58, RPMI-8226 88, CCRF-CEM 53, MOLT-4 74 and MCF7 87.
Screening N#Cc1c(-c2cccc(Br)c2)n2c(nc1=O)SC(=O)C2 returned K-562 101, MDA-MB-231 111, MDA-MB-468 100, SR 85, RPMI-8226 96, CCRF-CEM 101, MOLT-4 92 and MCF7 98.
`Cc1cccc2c(=O)c3c(sc12)c(NCCCN)nc1ccccc13` gave K-562 -35*, MDA-MB-231 -32*, MDA-MB-468 -38*, SR -5.5*, RPMI-8226 -30*, CCRF-CEM 2.9*, MOLT-4 -18* and MCF7 -79*.
`OC(c1ccccc1)(c1ccccc1)c1ccccc1-c1ccccc1` gave K-562 96, MDA-MB-231 84, MDA-MB-468 69, SR 95, RPMI-8226 83, CCRF-CEM 93, MOLT-4 84 and MCF7 84.
C#CCC[C@H](N)C(=O)O was read as K-562 106[20 µM], MDA-MB-231 101[20 µM], MDA-MB-468 94[20 µM], RPMI-8226 106[20 µM], CCRF-CEM 107[20 µM], MOLT-4 109[20 µM] and MCF7 92[20 µM].
For CC(C)c1ccc2c(c1)CC[C@H]1[C@](C)(C#N)CCC[C@]21C the results were K-562 101, MDA-MB-231 89, MDA-MB-468 82, SR 108, RPMI-8226 101, CCRF-CEM 99, MOLT-4 113 and MCF7 94.
`CCN(CC)CCCC(C)Nc1c(C)cnc2c(OC)cccc12` (configuration not stated) gave K-562 107, MDA-MB-231 93, SR 123, RPMI-8226 114, CCRF-CEM 120, MOLT-4 112 and MCF7 98.
Screening S=C(NCc1ccccc1)N1CCC(CCCC2CCN(C(=S)NCc3ccccc3)CC2)CC1 returned K-562 70, MDA-MB-231 99, MDA-MB-468 69, SR 93, RPMI-8226 75, CCRF-CEM 89, MOLT-4 89 and MCF7 82.
Screening c1ccc(Cn2cc(-c3ccco3)c3ncnc(N4CCOCC4)c32)cc1 returned K-562 117, MDA-MB-231 93, MDA-MB-468 104, SR 89, RPMI-8226 85, CCRF-CEM 103, MOLT-4 96 and MCF7 85.

Eight compounds from above, arranged by formula weight, descending:
`Cc1noc(C)c1CN1CCN2C(=O)c3ccc(-c4ccccc4)cc3OCC[C@@H]3CC[C@H](O)[C@@H](CNC(=O)[C@@H]2C1)O3` gave K-562 98, MDA-MB-231 101, MDA-MB-468 96, SR 99, RPMI-8226 99, CCRF-CEM 110, MOLT-4 90 and MCF7 93.
`COc1ccc(-n2c(SCc3n[nH]c(=S)n3C(=O)c3ccccc3)nc3cc(OC)c(OC)cc3c2=O)cc1` gave K-562 77, MDA-MB-231 74, MDA-MB-468 81, SR 58, RPMI-8226 88, CCRF-CEM 53, MOLT-4 74 and MCF7 87.
`NC(N)=NNS(=O)(=O)c1ccc(Nc2ncnc3ccc(NC(=O)c4ccccc4)cc23)cc1` gave K-562 88, MDA-MB-231 108, MDA-MB-468 99, SR 72, RPMI-8226 99, CCRF-CEM 100, MOLT-4 72 and MCF7 85.
O=C(Cc1ccc(F)c(F)c1)Nc1cc(C2(C(F)(F)F)CC2)nn1Cc1ccccc1 was read as K-562 13, MDA-MB-231 -71*, MDA-MB-468 -33*, RPMI-8226 3.6*, CCRF-CEM 20, MOLT-4 8.4* and MCF7 -7.3*.
`CC(C)(C)OC(=O)N1CCN(S(=O)(=O)/N=C2\NC(=O)NC2=C(Cl)Cl)CC1` gave K-562 13, MDA-MB-231 81, MDA-MB-468 64, SR 24, RPMI-8226 85, CCRF-CEM 29, MOLT-4 89 and MCF7 80.
Screening c1ccc(Cn2cc(-c3ccco3)c3ncnc(N4CCOCC4)c32)cc1 returned K-562 117, MDA-MB-231 93, MDA-MB-468 104, SR 89, RPMI-8226 85, CCRF-CEM 103, MOLT-4 96 and MCF7 85.
`Cc1cccc2c(=O)c3c(sc12)c(NCCCN)nc1ccccc13` gave K-562 -35*, MDA-MB-231 -32*, MDA-MB-468 -38*, SR -5.5*, RPMI-8226 -30*, CCRF-CEM 2.9*, MOLT-4 -18* and MCF7 -79*.
`OC(c1ccccc1)(c1ccccc1)c1ccccc1-c1ccccc1` gave K-562 96, MDA-MB-231 84, MDA-MB-468 69, SR 95, RPMI-8226 83, CCRF-CEM 93, MOLT-4 84 and MCF7 84.
